GAA850 FXN act – FXN promoter activators, primary screen, cell-based, luciferase luminescence, HEK293 lucGAA850; 360,000 compounds, 0.56% hits; activation, % at 6 µM; HEK293 lucGAA850 FXN promoter luciferase reporter, 24 h; percent of 10 µM SAHA response;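 active = activation above the average of all compounds screened plus 3 SD, cutoff fixed separately per campaign, cut at about 7.5% in these data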;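 also: 0% = DMSO wells and 100% = 10 µM SAHA wells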
HGIII-sPLA2 inh – human group III sPLA2 inhibitors, primary screen, biochemical, QFRET, BODIPY PC-A2 liposome substrate | QFRET BODIPY PC-A2 liposome hydrolysis, fluorescence | inhibition, % at 12.2 µM | 370,000 compounds, 0.56% hits;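 active = inhibition above mean plus 3 SD of compounds lying within the high and low control bounds, cut at about 19% in these data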;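 also: 0% = median of test compound wells and 100% = no enzyme DMSO wells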
Target sequence (Q9NZ20 whole entry, looked up): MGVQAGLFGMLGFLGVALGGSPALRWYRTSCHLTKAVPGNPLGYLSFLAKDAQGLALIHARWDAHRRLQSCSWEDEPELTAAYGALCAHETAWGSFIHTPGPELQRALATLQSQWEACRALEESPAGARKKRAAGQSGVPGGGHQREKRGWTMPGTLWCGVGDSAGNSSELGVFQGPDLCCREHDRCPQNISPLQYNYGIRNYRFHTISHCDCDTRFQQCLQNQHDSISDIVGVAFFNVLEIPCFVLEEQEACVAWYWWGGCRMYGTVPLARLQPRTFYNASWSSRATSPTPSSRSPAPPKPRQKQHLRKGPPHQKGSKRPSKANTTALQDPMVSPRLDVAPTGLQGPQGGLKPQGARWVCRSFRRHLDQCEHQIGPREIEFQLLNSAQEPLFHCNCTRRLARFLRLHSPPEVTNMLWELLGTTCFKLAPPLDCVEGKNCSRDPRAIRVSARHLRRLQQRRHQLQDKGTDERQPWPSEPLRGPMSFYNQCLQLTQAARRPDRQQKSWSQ
GC-A act – GC-A stimulated cGMP production enhancers – HEK293 GC-A cells, cGMP TR-FRET, EC30 ANP, primary screen. 370,000 compounds, 0.14% hits. 0% at EC30 ANP, 100% saturating ANP. activation, % at 10 µM. Atrial natriuretic peptide receptor 1 (Homo sapiens), P16066. AID 1671463, 2021; in the data active = activation above about 40%
KLK7 zymogen act – proKLK7 zymogen activators, primary screen, biochemical, fluorescence intensity. 370,000 compounds, 0.9% hits. purified proKLK7, EDANS-DABCYL substrate fluorescence; 100% is mature enzyme control, 0% vehicle. Kallikrein-7 (Homo sapiens), P49862. activation, % at 7 µM;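 active = activation above the mean of all tested compounds plus 3 SD, computed per campaign excluding outliers beyond control limits, cut at about 13% in these data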
Target sequence (P49862 whole entry, looked up): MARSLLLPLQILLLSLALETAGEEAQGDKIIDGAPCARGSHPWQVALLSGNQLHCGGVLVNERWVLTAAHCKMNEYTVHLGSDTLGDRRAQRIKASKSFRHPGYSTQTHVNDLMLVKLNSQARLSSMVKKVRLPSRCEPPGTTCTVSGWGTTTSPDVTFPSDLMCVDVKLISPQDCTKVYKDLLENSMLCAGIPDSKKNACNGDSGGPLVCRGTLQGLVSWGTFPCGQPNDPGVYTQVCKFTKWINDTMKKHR
ARFGAP1 inhibitor – inhibitors of rat ARFGAP1 GAP activity, primary screen, biochemical, fluorescence polarization, GDP tracer | ADP-ribosylation factor GTPase-activating protein 1 (Rattus norvegicus), Q62848 | 360,000 compounds, 0.26% hits | inhibition, % at 16.5 µM | Arfgap1-stimulated ARF1 GTP hydrolysis, GDP FP detection;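 active = inhibition above a per-plate limit, mean inhibition of low control wells plus 3 SD, cut at about 25% in these data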;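 also: 0% = DMSO wells with enzyme and 100% = wells lacking Arfgap1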
Target sequence (Q62848 1-136 limits assumed): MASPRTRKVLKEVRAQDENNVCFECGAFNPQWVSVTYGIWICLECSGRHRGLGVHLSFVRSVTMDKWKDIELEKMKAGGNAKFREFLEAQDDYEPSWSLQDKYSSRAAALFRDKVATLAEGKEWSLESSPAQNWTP
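Material – truncated rat Arfgap1 GAP domain · Buffer or medium – HEPES-based buffer, pH 7.5 · Reagent – human ARF1(Δ1-17)-GTP substrate · Dosing – 16.5 µM single point, 1.26% DMSO · Schedule – GTP hydrolysis reaction 2 h at 25 °C · Technique – GDP detection by fluorescence polarization · Benchmarks – No-Arfgap1 wells (100%) versus DMSO full-reaction wells (0%) · Repeats – single replicate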
rCAG binder – binders of r(CAG) RNA repeats, primary screen, biochemical, fluorescence; AID 651821, 2012; 370,000 compounds, 1.3% hits; r(CAG) RNA repeat, TO-PRO-1 dye displacement fluorescence; inhibition, % at 3 µM;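 active = inhibition above the plate cutoff, the mean of all test compounds on that plate plus 3 SD, cut at about 35% in these data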;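 also: 0% = DMSO alone and 100% = 100 µM mitoxantrone as full dye displacement; higher means more dye released from RNA so lower well fluorescence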
ADAM10 inh – human ADAM10 inhibitors, primary screen, biochemical, QFRET, HTS; Disintegrin and metalloproteinase domain-containing protein 10 (Homo sapiens), O14672; recombinant ADAM10, EDANS/DABCYL FRET peptide cleavage, 3 h; inhibition, % at 7 µM; 370,000 compounds, 0.62% hits;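 active = inhibition above a per-campaign cutoff equal to the mean of compounds falling between control-based bounds plus 3 SD, cut at about 20% in these data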;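 also: 0% = DMSO wells while the 100% control is not disclosed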
ASAP1 GAP inh – inhibitors of human ASAP1 ArfGAP activity, primary screen, biochemical, fluorescence polarization; ASAP1-stimulated ARF1 GTP hydrolysis, GDP FP detection; inhibition, % at 16.5 µM; 360,000 compounds, 0.19% hits; AID 624377, 2012; in the data active = inhibition above about 25%;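 also: 0% = vehicle with enzyme and substrate and 100% = no enzyme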
NPR2 activator – human GC-B receptor activators, primary screen, HEK293 GC-B cells, cGMP TR-FRET, EC30 CNP | Atrial natriuretic peptide receptor 2 (Homo sapiens), P20594 | 0% at EC30 CNP, 100% saturating CNP | activation, % at 10 µM | 370,000 compounds, 0.11% hits | AID 1920062, 2024;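 active = activation at 10 µM reaching about 35% in either raw or pattern-adjusted values, limit read from the data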
DDE Tn6 FP inh – inhibitors of Tn6 peptide binding to fibrin DD(E), primary screen, biochemical, fluorescence polarization, human fibrin, Tn6 probe | Fibrin DD(E) TRITC-Tn6 fluorescence polarization displacement | AID 720509, 2013 | inhibition, % at 8.3 µM | 370,000 compounds, 0.21% hits | Fibrinogen beta chain (Homo sapiens), P02675;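 active = inhibition above a per-campaign cutoff: mean of compounds within control limits plus 3 SD, cut at about 15% in these data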;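 also: 0% = median of all compound wells on the plate and 100% = blocking peptide control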
Numbers without * were called inactive; i = inactive; · = no result given. No enrichment for hits; 4.5% or so of the library scored in one or more.

smiles	GAA850 FXN act	HGIII-sPLA2 inh	GC-A act	KLK7 zymogen act	ARFGAP1 inhibitor	rCAG binder	ADAM10 inh	ASAP1 GAP inh	NPR2 activator	DDE Tn6 FP inh
Clc1ccccc1-c1cc2nc(NCc3ccco3)ccn2n1	2.7	-21	-3	-0.4	5	10	-34	-5	-11	-6
CSc1cccc(NC(=O)CSc2ccc(Cl)cc2)c1	2.7	-29	-6	-0.6	16	2	13	7	-12	-3
CCN(CC)c1ccc(S(=O)(=O)N2CCCCC2)cc1NC(=O)CN1C(=O)NC2(CCCC2)C1=O	9.0*	-9	0	0.5	2	-4	2	2	2	-3
O=c1c2ccccc2nc(SCc2ccccc2Cl)n1Cc1ccccc1	1.7	1	-1	-0.2	-18	1	-2	-11	1	2
COc1ccc(Nc2ccc3ccccc3c2)cc1	2.9	16	1	1.9	3	5	-123	-9	-3	2
CCOC1(OCC)N=C(N)C2(C#N)C(c3ccc(NC(C)=O)cc3)C12C#N (stereo not drawn)	-2.7	10	-2	0.0	-2	9	-96	11	2	1
CCC(=O)N=C1SC2CS(=O)(=O)CC2N1c1cccc(OC)c1 (stereo not drawn)	0.4	11	2	0.0	4	4	-4	4	-1	-11
O=C(NCc1ccccc1)C1c2ccccc2OCC(=O)N1CCCN1CCOCC1 (stereo not drawn)	·	9	-1	-0.1	2	0	-10	-1	-3	9
CCOC(=O)c1ccc(CNC(=O)c2cc(C(C)(C)C)oc2C)o1	1.5	-8	6	0.4	-1	-7	-2	-2	-5	-4
COc1ccc2nc(SCC(=O)N(C)CC(=O)Nc3ccc(F)cc3)[nH]c2c1	-1.5	-3	4	-0.4	4	-2	-1	-3	-3	-1
CC(=O)C1=C(C)NC(SCC(=O)c2cc(Cl)ccc2Cl)=C(C#N)C1c1ccco1 (stereo not drawn)	5.0	16	10	-2.7	9	24	7	-3	5	-1
Cc1ccc(C(=O)OCC(=O)Nc2cc(Cl)ccc2C#N)o1	-0.5	-2	1	0.4	0	0	-7	-12	0	-5
COCCSc1nnc(NC(=O)COc2ccc3c(c2)OCO3)s1	-0.6	2	0	0.2	-1	-3	5	-5	-2	-1
N#Cc1c(NC(=O)c2cc([N+](=O)[O-])ccc2N2CCOCC2)sc2c1CCCC2	0.9	10	0	-0.1	5	6	-9	1	3	7
CC1(C)Oc2ccc(C(=O)NC3CCCC3)cc2N(CC(=O)N2CCOCC2)C1=O	0.3	5	4	0.4	-1	-5	1	-1	-2	-3
Cc1cccc(-c2noc(CCCC(=O)N3CCOCC3)n2)c1	1.2	5	1	0.5	1	-5	4	0	0	0
CCOC(=O)c1cc2n(c1/N=C/N(C)C)-c1ccccc1C2=O	-0.7	2	9	-1.4	-8	-1	-32	-6	4	3
COc1ccccc1NC(=O)c1ccc2c(c1)N(CC(=O)NC(C)C)C(=O)C(C)(C)O2	0.5	6	3	0.4	-1	-2	-14	1	0	4
COc1ccc(C(=O)Nc2nnc(Cc3ccc(OC)c(OC)c3)s2)cc1	-0.3	8	7	0.2	-1	24	-6	-11	8	7
COc1ccccc1NS(=O)(=O)c1cc(NC(=O)c2ccco2)ccc1N1CCOCC1	-0.2	-8	-6	-0.6	1	8	1	11	-1	3
CC(C)Oc1ccc(C2CC(=O)N(C)C2=O)cc1 (stereo not drawn)	1.2	13	1	-0.9	8	6	-3	11	8	-7
O=C(O)Cc1ccc(S(=O)(=O)Nc2ccccc2C(=O)O)cc1	-1.2	-4	5	-0.3	-6	6	3	7	0	-1
Cc1ccc(OCCCC(=O)Nc2ccc3c(c2)OCO3)cc1	2.6	-7	2	-0.2	-5	-2	3	-12	-1	7
Fc1ccccc1CN1CCC(Cc2ccccc2)CC1	0.8	-3	4	0.1	8	-1	15	-5	0	-8
Cc1ccoc1C(=O)Nc1cccc2ccccc12	-0.6	8	2	0.3	4	-2	-2	-5	3	10
O=C(C1=NOC2(C1)C(=O)Nc1ccccc12)N1CCCC1 (stereo not drawn)	·	1	5	-0.2	3	1	-4	-2	0	0
C#CCOCCOCCOCCNc1nc(N2CCOCC2)nc(N2CCN(C(=O)CCCCCCCCCCNC(=O)[C@@H]([C@H](C)O)n3cc(C)nn3)CC2)n1	1.9	-7	2	-0.4	3	-4	-2	3	0	-1
Cc1ccccc1NC(=O)Nc1cnccn1	1.0	7	1	-0.1	-1	-3	-10	-7	1	7
CSc1nc2c(c(=O)[nH]1)C(c1ccc(Br)cc1)CC(=O)N2 (stereo not drawn)	3.0	-1	1	0.3	-14	-1	-3	-15	4	1
COc1ccc(CSC2=NCCN2)cc1Br	0.7	-4	-1	-0.2	-3	2	10	6	-1	-5
CCCc1nc2ccccc2n1CCOC	0.8	6	6	-0.2	8	0	-9	-10	4	-5
COc1ccc2[nH]cc(CCNS(=O)(=O)c3ccccc3)c2c1	2.5	-44	2	0.0	-1	2	1	0	3	7
S=C(Nc1ccc(Cl)cc1)NC1CC2CCCC(C1)N2C1CCCC1 (stereo not drawn)	2.1	-3	-4	-0.5	-7	6	-2	7	-3	8
COc1ccc(CN(CC2CCCO2)C(=O)c2cc3ccccc3oc2=O)cc1 (stereo not drawn)	1.6	4	-2	0.4	-4	-4	-7	2	-1	-5
CC(=O)OC(c1nc2ccccc2c(=O)n1C1CC2(OC1=O)c1ccccc1N1C(=O)C(C)(C)N(O)C12)C(C)C (stereo not drawn)	-2.5	-7	1	0.7	-5	2	-9	-5	-2	-4
Cc1ccc(/C=N/Nc2nc(Cl)c(Cl)cc2Cl)s1	7.3	8	-6	-0.6	2	5	-9	-9	-6	-8
Cc1cc([N+](=O)[O-])nn1Cn1nc([N+](=O)[O-])cc1C	2.6	-7	3	0.3	3	3	-5	-1	-3	0
CCN1CCN(C(c2ccccc2)c2nnnn2Cc2ccccc2)CC1 (stereo not drawn)	-2.9	-9	0	0.5	-1	-2	0	1	-6	-2
COc1ccc(C(CNC(=O)c2ccc(OCc3cscn3)cc2)N2CCCC2)cc1 (stereo not drawn)	-1.5	-5	-3	0.2	9	2	-7	1	2	2
CCc1ccccc1NC1=NCC(=O)N1C1CCCCC1	0.0	1	3	-0.4	-7	-5	2	2	5	-11
O=c1[nH]c(=O)n(Cc2ccco2)c2c1C(C(F)(F)F)(C(F)(F)F)N=C(c1ccc(F)cc1)N2	0.1	-2	-1	-0.1	5	1	4	3	-1	-2
CCC(=O)Nc1ccc(NC(=O)c2ccco2)cc1	3.0	1	0	-0.1	-8	-1	1	14	7	2
O=C(Nc1c2c(nn1-c1ccc(F)cc1)CS(=O)(=O)C2)c1ccc(S(=O)(=O)N2CCOCC2)cc1	1.9	-5	-3	0.2	-6	2	8	-11	-1	5
COc1ccc(Cl)cc1S(=O)(=O)n1nnc2ccccc21	-0.9	5	0	0.2	-4	-2	-3	-11	4	0
C=CCN(CC=C)C(=O)Nc1cc(OC)ccc1OC	0.9	2	-2	0.4	-4	-5	7	18	-2	-1
COCCNC(=O)C(OC(=O)c1ccco1)c1ccc(OC)cc1 (stereo not drawn)	1.4	2	-1	0.1	2	-4	-29	16	7	4
COc1ccc(S(=O)(=O)N(CC(=O)N2CCN(C)CC2)c2ccc(C)cc2)cc1OC	3.9	2	-1	0.7	1	-7	-5	1	6	1
COc1ccc(Cc2nc3c([nH]2)c(=O)n(C)c(=O)n3C)cc1OC	1.3	-7	8	-0.1	0	0	-10	-9	8	-1
Cc1cccc(C(=O)NCC(=O)OCC(=O)NC2CCCCCCC2)c1	-1.1	-1	4	-0.5	19	-6	-4	-4	-3	1
Cc1ccc(C)c(NC(=O)/C(C#N)=C/c2ccc[nH]2)c1	1.5	-6	1	0.3	3	-1	-4	-12	1	0

Next entries follow.
smiles	GAA850 FXN act	HGIII-sPLA2 inh	GC-A act	KLK7 zymogen act	ARFGAP1 inhibitor	rCAG binder	ADAM10 inh	ASAP1 GAP inh	NPR2 activator	DDE Tn6 FP inh
COc1ccc(OCC(Cn2cnc3ccccc32)OC(C)=O)cc1 (stereo not drawn)	1.4	-5	-2	-0.6	5	-6	7	6	-7	-6
O=C(Nc1ccc2c(c1)OCO2)C1CCN(C(=O)c2ccc([N+](=O)[O-])cc2)CC1	0.6	5	-1	-0.1	-1	4	-4	1	-4	10
N/C(CSc1ccc(Cl)cc1)=N\NC(=O)c1ccncc1	0.1	-4	-2	-0.3	-16	-1	3	-19	-4	-7
COc1ccccc1C(C)NCC(=O)Nc1ccccc1C(F)(F)F (stereo not drawn)	-1.6	-6	-3	0.3	-1	0	5	-7	-2	4
COc1ccc(C2CCC3(CCC(=O)N3CCO)CC2)cc1 (stereo not drawn)	·	9	2	-0.3	·	-1	-6	·	-5	2
CC(C)CNc1nc2c(c(=O)n(C)c(=O)n2C)n1Cc1cccc(Br)c1	0.5	5	-16	0.7	-6	-7	1	-6	-16	3
COc1ccc(/C=C/C(=O)OCC(=O)Nc2cccc(C(C)=O)c2)cc1	-0.8	-8	0	0.0	-13	0	-2	7	-1	0
O=C1c2ccccc2NC(c2ccccn2)N1c1ccc(Cl)cc1 (stereo not drawn)	3.1	-2	-10	12	-3	4	i	-5	-13	6
C=CCNC(=O)CN(c1cc(Cl)ccc1OC)S(=O)(=O)c1ccc(C)c([N+](=O)[O-])c1	0.2	-3	-24	0.1	1	3	-3	-2	-10	0
O=C1C(c2ccc(F)cc2)N(CC2COc3ccccc3O2)C(=O)CN1C1CCCCC1 (stereo not drawn)	-1.4	2	4	0.5	1	-1	9	9	-7	-6
O=C(NC1CCCCC1)c1cc(Cl)nc2ccccc12	2.4	-1	6	-0.3	0	3	1	-4	-1	6
CNC(=S)N1CCN(CCNC2=CC(=O)CC(C)(C)C2)CC1	-0.4	6	4	-0.5	1	-2	-5	0	3	0
CCOC(=O)CS(=O)(=O)CC(=O)Nc1ccc([N+](=O)[O-])cc1OC	-0.7	-13	-1	0.4	-4	2	13	-7	0	6

Screening data (PubChem BioAssay)
